ERp5 inh: ERp5 (human) disulfide isomerase inhibition; Q15084; ERp5 insulin aggregation, absorbance 650 nm, 90 min; inhibition, % at 9.99 µM; hit rate 0.05% among 350,000; AID 651711;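 active = mean replicate inhibition above about 25%, with every replicate also reaching it, limit read from the data, passing the limit was not always enough; inconclusive = only one of those two criteria met; inactive = neither criterion met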
Target sequence (Q15084 whole entry, looked up): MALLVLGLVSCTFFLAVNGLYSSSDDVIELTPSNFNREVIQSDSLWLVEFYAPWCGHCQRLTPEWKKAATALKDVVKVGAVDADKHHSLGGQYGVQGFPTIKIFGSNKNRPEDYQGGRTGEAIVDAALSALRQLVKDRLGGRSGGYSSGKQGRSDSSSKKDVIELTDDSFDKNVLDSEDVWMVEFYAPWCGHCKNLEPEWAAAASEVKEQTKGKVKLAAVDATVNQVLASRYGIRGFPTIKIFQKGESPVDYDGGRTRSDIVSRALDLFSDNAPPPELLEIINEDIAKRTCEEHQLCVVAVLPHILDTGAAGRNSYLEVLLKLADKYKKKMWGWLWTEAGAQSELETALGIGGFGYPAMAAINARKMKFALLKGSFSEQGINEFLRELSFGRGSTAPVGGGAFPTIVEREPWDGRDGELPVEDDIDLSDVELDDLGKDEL
ARNT-TACC3 inh: disrupts binding between human ARNT and TACC3; AlphaScreen His-ARNT PAS-B/GST-TACC3 binding, luminescence; TACC3 fragment carries E629A point mutation; inhibition, % at 9.99 µM; hit rate 0.66% among 390,000; AID 623870;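 active = mean inhibition of replicates at least 50% and at least half of replicates each reaching 50%; inconclusive = half or more replicates reach 50% but mean below 50%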;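 note: 0% = complete ARNT plus TACC3 wells and 100% = ARNT alone without TACC3; many hits fall short of the cut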
Xi reactivation: activators of X-chromosome reactivation in mouse fibroblasts | XiGFP mouse fibroblasts, % GFP-positive cells imaging, 3 d; cells co-treated with 5-aza-dC sensitizer; scaled so ellipticine positive control = 100% | activation, % at 7.58 µM | hit rate 0.055% among 360,000;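 active = mean normalized replicate activation at least 10% and every replicate at or above 10%; inconclusive = only one of the two criteria met; inactive = mean below 10% and not all replicates reach 10%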;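 note: 0% = median of on-plate neutral control wells and 100% = ellipticine 6 µM median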
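Assay system – SV40-immortalized XiGFP fibroblast cells, line 68-5-11 · Buffer or medium – DMEM supplemented with 5-aza-dC as sensitizing agent · Dosing – one concentration, pinned · Benchmarks – positive control ellipticine, 6 µM final · Times – 3 days compound exposure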
PAX8 inh HTS: inhibitors of PAX8 transcriptional activity in RMG-I cells | RMG-I TPO-luciferase reporter, SteadyGlo, 24 h | hit rate 1.2% among 360,000 | inhibition, % at 12.6 µM;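 active = mean replicate inhibition at least 60% with every replicate also reaching 60%; inconclusive = only one of the two criteria is met; inactive = mean below 60% and not all replicates reaching 60%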;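 note: luciferase light reporting Pax8 driven TPO promoter activity; plate controls were median of neutral control wells for no effect and mitoxantrone controls for full effect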
F508del corr: correctors of CFTR F508del function in bronchial epithelial cells; CFBE cells, YFP halide quenching; stimulated with forskolin plus potentiator P3; % fluorescence drop versus neutral controls; activity (quench increase), % at 7.58 µM; hit rate 0.36% among 350,000;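 active = mean added fluorescence quench of at least 8% versus neutral control, with both replicates also reaching 8%; inconclusive = only one of the mean or replicate conditions met; inactive = mean below 8% and not both replicates reaching 8%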;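 note: cells transiently co-express mutant CFTR-F508del with the halide-sensitive YFP; corrector assay measuring rescue of mutant channel to the surface after 24 h compound exposure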
EWS-Fli inh: blocks EWS/Fli oncoprotein-driven transcription; A673 NR0B1-luciferase reporter, viability-normalised; hit rate 0.67% among 350,000; inhibition, % at 12.6 µM;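 active = mean inhibition of at least 50% after viability correction, with every replicate also passing that limit; inconclusive = mean reaches 50% but only one of two replicates passes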;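 note: firefly luciferase signal divided by Alamar Blue viability fluorescence both relative to DMSO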
GSIS activator: primary screen for activators of insulin secretion dependent on glucose, INS-1E cells, GLuc reporter luminescence; INS-1E GLuc reporter insulin secretion, 2-3 h; activation, % at 16.6 µM; hit rate 0.61% among 370,000; AID 743287;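 active = lowest replicate activation of at least 40%, so every replicate reaches that level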;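 note: 0% = median of neutral control wells and 100% = median of IBMX positive control wells; some compounds called inactive have numbers as strong as hits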
DENV2 CPE rescue: protects cells from dengue virus 2 cytopathic effect. DENV2-infected cells, cytopathic effect rescue, plate reader. CPE inhibition, % at 9.99 µM. hit rate 1.7% among 350,000. AID 651640; in the data active = CPE inhibition above about 20%, passing the limit was not always enough; inconclusive = no clear call, values can overlap the other calls; tested in BHK-21 cells;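 note: 0% = median of neutral control wells and 100% = median of positive control wells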
* marks the source's active call; other numbers are inactive results; ? = inconclusive; . = not tested or not shown. Random draw from the library, and some 4.2% of all compounds hit somewhere here.

SMILES | ERp5 inh | ARNT-TACC3 inh | Xi reactivation | PAX8 inh HTS | F508del corr | EWS-Fli inh | GSIS activator | DENV2 CPE rescue
O=C(COC(=O)c1ccccn1)NNC(=O)c1ccc(Br)cc1 | -1 | -4 | 0.3 | 1 | -2.4 | 2 | 4 | 14
O=C1N/C(=N/O)S/C1=C/c1cccc([N+](=O)[O-])c1 | 3 | -3 | 0.0 | -12 | -0.7 | 3 | -3 | .
O=C(O)c1cccc(S(=O)(=O)NCCc2ccccc2)c1 | 0 | . | 0.1 | 2 | 1.1 | -82 | 8 | -2
COc1ccccc1N1CCN(C(=O)CSc2nc3ccccc3nc2N2CCCCC2)CC1 | 6 | 6 | -0.3 | 16 | -2.7 | 9 | . | 15
O=C(O)c1cnn(-c2nc(-c3ccc(F)cc3)cs2)c1C(F)(F)F | 5 | 3 | 0.0 | 47 | -0.1 | -32 | -6 | -5
OCCC1CN(Cc2cccn2-c2ncccn2)CCN1C1CCCC1 (stereo not drawn) | -4 | -13 | 0.2 | 3 | 0.4 | 9 | 2 | -3
COc1ccc(NC(=O)N(C)C[C@@H]2Oc3c(NC(=O)C4CCOCC4)cccc3C(=O)N([C@H](C)CO)C[C@@H]2C)cc1 | -4 | 27 | 0.2 | -9 | -0.6 | 22 | 9 | 7
O=C(NCc1ccncc1)c1ccc(S(=O)(=O)Nc2ccccc2)cc1 | 1 | 2 | 0.0 | 9 | 0.5 | 14 | -5 | .
O=C(CSc1n[nH]c(=O)n1C1CC1)c1ccc2c(c1)OCCO2 | 0 | . | 0.0 | -26 | 0.3 | -73 | 15 | 14
CCCCn1c(N)c(N(CCC(C)C)C(=O)c2cccc(-n3cnnn3)c2)c(=O)[nH]c1=O | -2 | -2 | -0.1 | . | -0.7 | 2 | 3 | 11
C1=CC2C3C=CC(C3)C2C1 (stereo not drawn) | 8 | . | . | . | -3.6 | -5 | 0 | 3
COc1ccccc1-n1nnnc1SC(C)C(=O)NC1CCCC1 (stereo not drawn) | -5 | -5 | -0.1 | -16 | -2.3 | -3 | 1 | -10
OCC(O)C(O)CC1SCCS1 (stereo not drawn) | -7 | -35 | 0.4 | -10 | -1.3 | -4 | -1 | -1
CCOc1ccccc1NC(=O)COC(=O)C1CCC1 | -9 | -3 | -0.1 | -18 | -1.6 | . | 39 | -3
COc1ccccc1N1CCN(/N=C/c2ccc(O)cc2O)CC1 | 0 | 1 | 0.0 | -179 | -0.6 | -99 | -8 | ?
CC(C)(C)OC(=O)N1CCC(C(=O)Nc2cccc(C(=O)NC3CC3)c2)CC1 | 2 | -2 | 0.1 | -4 | -4.9 | 2 | -3 | 1
N#Cc1cccc(NC(=O)CSc2nnc(-c3n[nH]c4ccccc34)o2)c1 | -3 | -5 | 0.0 | -90 | 2.0 | -119 | -24 | -8
O=C1OC[C@H]2CCCN2C(=O)[C@@H](CC(=O)N(CCO)Cc2ccccc2)C/C=C\CC[C@@H]1Cc1ccc(F)cc1 | 3 | 4 | 0.1 | 4 | -0.5 | -4 | -55 | 4
Nc1nc2n(n1)C(c1ccc(Cl)cc1)CC(c1ccc(F)cc1)N2 (stereo not drawn) | 2 | . | 0.1 | 0 | -1.7 | 3 | -5 | -2
COc1ccc(/C(N)=N/OC(=O)/C=C/c2ccccc2)cc1 | 1 | . | 0.0 | -44 | -0.3 | -20 | 2 | -4
O=C(Cc1ccccn1)NCC[C@H]1CC[C@@H](NS(=O)(=O)c2ccc(Cl)cc2)[C@@H](CO)O1 | 1 | -1 | -0.2 | -7 | 0.3 | -3 | 22 | 11
C/C(CC(=O)Nc1ccc(Cl)c(Cl)c1)=N\NC(=O)Cc1ccccc1 | 16 | -1 | -0.1 | 27 | -1.5 | -2 | -11 | 51*
Cc1nn(C)cc1S(=O)(=O)N1CCN(Cc2cccc(Cl)c2)CC1 | -11 | -2 | 0.0 | 6 | 0.7 | -3 | 7 | 0
NC(=O)C1=C(N)c2ccccc2C1c1ccccc1 (stereo not drawn) | 6 | 4 | 0.2 | 14 | 0.3 | -2 | 1 | 0
Cc1ccc(S(=O)(=O)NC(=S)NC2CCCCC2)cc1 | 1 | -3 | -0.1 | -17 | -0.7 | 4 | 27 | -6

The results go on:
SMILES | ERp5 inh | ARNT-TACC3 inh | Xi reactivation | PAX8 inh HTS | F508del corr | EWS-Fli inh | GSIS activator | DENV2 CPE rescue
[O-][n+]1c2c(c3c4non(O)c4ccc31)CCCC2 | 0 | 5 | . | . | -2.2 | 6 | 11 | -2
COc1cccc(NC(=O)NCCc2ccc(Cl)cc2)c1 | ? | 2 | 0.2 | -14 | 0.0 | -16 | 11 | 2
CS(=O)(=O)Nc1ccc2c(c1)[C@@H]1C[C@@H](CC(=O)NCc3ccccc3F)O[C@@H](CO)[C@@H]1O2 | -3 | -2 | 0.2 | . | -0.7 | 0 | -2 | 6
O=C(Cn1c(=O)[nH]c2ccccc2c1=O)N1CCN(Cc2ccc3c(c2)OCO3)CC1 | -2 | 5 | 0.1 | 4 | 0.5 | 6 | 17 | -4
Cc1ccc(-c2nnc(SCC(=O)NNC(=O)COc3ccccc3C)n2C)cc1 | 0 | -3 | 0.0 | 25 | 0.3 | 9 | . | -3
CCOC(=O)[C@]12CCC=C1N(CCC1=CCCCC1)C(=O)[C@H](CC(=O)NCc1cccc(C(F)(F)F)c1)C2 | -2 | . | 0.0 | -16 | -0.2 | 1 | -3 | 16
CC(C)(C)OC(=O)N1CCC(NC(=O)c2nc[nH]c2C(=O)N2CCc3ccccc3C2)CC1 | 4 | 19 | 0.0 | 19 | -1.1 | 8 | -9 | -8
COc1ccc2[nH]c(C(=O)N/N=C/c3ccc(O)cc3O)cc2c1 | 0 | 16 | 0.0 | 85* | 12* | 15 | -31 | -6
COC(=O)[C@@]12C[C@@H](CC(=O)N3CCC(c4ccccc4)CC3)C(=O)N(CCc3ccc(OC)c(OC)c3)C1=CCC(C)(C)C2 | -1 | . | 0.1 | 22 | -0.9 | -4 | . | -4
CC(C)N1CCC(C)(C(=O)Nc2cccc(Oc3ccccc3)c2)C1 (stereo not drawn) | 1 | . | -0.1 | 10 | 3.2 | -1 | -13 | -4
CN(C)c1cccc(C(=O)NCc2ccccc2)c1 | -3 | 2 | 0.0 | -2 | 4.2 | -12 | -5 | .
CNC[C@H]1Oc2c(NC(=O)NC3CCCCC3)cccc2C(=O)N([C@H](C)CO)C[C@H]1C | 4 | -2 | 0.9 | 5 | 0.3 | 1 | 11 | 10
CCCn1c(N)c(C(=O)CN(C)CC(=O)Nc2ccc(F)cc2)c(=O)[nH]c1=O | -9 | 2 | 0.2 | 7 | 0.0 | 5 | 1 | 2
Cc1cc(C(F)(F)F)nc(SCCN2CCCCC2)c1C#N | -1 | -3 | 0.2 | 23 | 0.9 | -1 | 11 | 2
Cc1ccccc1NC(=O)CSc1nnc(-c2ccccn2)o1 | 1 | . | 0.0 | -112 | 4.1 | -49 | 1 | 0
CO[C@H]1CN(C)C(=O)c2ccc(NS(=O)(=O)C3CCCCC3)cc2OC[C@H](C)NC[C@@H]1C | -5 | . | 0.2 | -6 | -0.2 | -7 | -1 | -3
Cc1ccc(-c2nc(NCc3ccco3)n(C(=O)c3ccco3)n2)cc1 | 3 | -6 | 0.0 | -192 | -1.9 | -52 | 3 | -2
O=C(CCOc1ccccc1)Nc1ccc(Cl)c(S(=O)(=O)N2CCOCC2)c1 | -2 | 6 | 0.0 | 28 | 0.3 | 10 | -27 | 4
COc1ccc(-c2cn(CCO)c(CCN)n2)cc1 | 1 | 0 | 0.6 | -12 | 4.1 | 5 | . | -10
COc1ccc(CC(C)NS(=O)(=O)c2ccc3c(c2)CCN3S(C)(=O)=O)cc1OC (stereo not drawn) | -3 | -8 | 0.0 | -3 | -1.5 | 5 | . | 12
COCCN(CC1CCCN(C2Cc3ccccc3C2)C1)C(=O)CSC (stereo not drawn) | 0 | -2 | 0.2 | 12 | 0.2 | -2 | . | 7
C[C@H]1CN([C@@H](C)CO)C(=O)c2cccc(NC(=O)Nc3ccc(C(F)(F)F)cc3)c2O[C@@H]1CN(C)Cc1ccc(C(F)(F)F)cc1 | 1 | -5 | -0.1 | -22 | -1.8 | 7 | -4 | ?
COc1cc(/C=C(\NC(=O)c2ccccc2)C(=O)Nc2nccs2)ccc1OC(C)=O | -1 | 11 | 0.1 | 13 | -0.5 | 3 | 22 | 1
C[C@@H]1CN([C@H](C)CO)C(=O)Cc2cc(NC(=O)Cn3cnnn3)ccc2O[C@H]1CN(C)C(=O)NC1CCCCC1 | -1 | -3 | 0.0 | -27 | 1.0 | -1 | 13 | 6
COc1ccc(CCN2CC(C(=O)Nc3cccc(C(C)=O)c3)CC2=O)cc1OC (stereo not drawn) | 2 | -11 | 0.0 | -4 | -0.9 | -2 | 8 | -3

The list goes on.
SMILES | ERp5 inh | ARNT-TACC3 inh | Xi reactivation | PAX8 inh HTS | F508del corr | EWS-Fli inh | GSIS activator | DENV2 CPE rescue
CCCCNC(=O)c1nc(-c2ccc(C(F)(F)F)cc2)oc1-c1ccccc1 | 0 | . | . | 1 | -1.4 | -2 | 10 | ?
Cc1cccc(NS(=O)(=O)c2ccc(C(=O)N3CCCCCC3)cc2)c1C | 0 | -3 | -0.1 | 13 | -0.4 | 5 | -13 | 18
CC(C)CNC(=S)NC(=O)c1ccc(F)cc1 | . | 3 | 0.4 | -145 | . | . | -7 | .
C/C(=C\c1ccccc1)CN1CCN(Cc2ccc(C)o2)C(CCO)C1 (stereo not drawn) | 1 | 8 | 0.2 | 24 | -2.2 | 5 | 7 | 0
CCc1ccc(C(=O)Cn2cnc3cc([N+](=O)[O-])ccc3c2=O)cc1 | 6 | -6 | 0.2 | 9 | -0.5 | -4 | 9 | 9
Cc1onc(C(=O)Nc2sc3c(c2C(N)=O)CCCC3)c1[N+](=O)[O-] | 2 | 2 | 0.0 | -18 | -1.0 | -15 | 37 | -10
CO[C@H]1CN(C)C(=O)c2ccc(NS(=O)(=O)c3ccccc3C)cc2OC[C@@H](C)N(C)C[C@@H]1C | 8 | -2 | -0.1 | -9 | 0.4 | 11 | -1 | 0
O=c1c2ccccc2oc2cc(-c3ccc(CN4CCOCC4)cc3)ccc12 | 6 | 15 | -0.1 | -273 | -0.2 | -81 | . | -5
O=C(C1=C[C@@H](c2ccc(C(F)(F)F)cc2)C[C@@H](OCc2ccc(CO)cc2)O1)N1CCCC1 | -1 | . | . | . | 1.3 | -21 | . | -10
O=C(c1cccs1)c1ccccc1Cc1cccs1 | 0 | -1 | 0.0 | 2 | 2.1 | -8 | -6 | ?
CO[C@@H]1CN(C)C(=O)c2cc(NS(=O)(=O)c3ccc(C)cc3)ccc2OC[C@H](C)N(Cc2nccs2)C[C@@H]1C | -1 | . | 0.3 | 17 | -0.5 | 8 | -21 | 4
Cc1cccc(S(=O)(=O)N2CC[C@H]3[C@@H](CO)N(C)c4ccc(-c5cccc(C#N)c5)cc4[C@H]32)c1 | -1 | -6 | 0.0 | 51 | 0.2 | 9 | 8 | -3

High-throughput results deposited in PubChem BioAssay by Broad Institute.
